core dimer inh: blocks dimerization of HCV core protein; 0.33% of 300,000 active; AID 1899; inhibition, % at 5 µM; TR-FRET GST/Flag-core106 dimerization, 1536-well;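 active means inhibition above the mean of all tested compounds plus 3 SD, set per screening campaign, cut at about 45% in these data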
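System: GST-tagged and Flag-tagged HCV core protein residues 1-106 / Input: core106 proteins, GST 13.5 nM and Flag 17 nM / Buffer or medium: KF-containing HEPES buffer, pH 7.45, DTT, CHAPS, BSA / Probe or stimulus: Eu-anti-GST and XL665-anti-Flag labelled anti-tag antibodies / Schedule: 4 h, 22.5 °C incubation / Technique: TR-FRET 671 and 617 nm emission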
proCasp3 act: procaspase-3 (human) activation. activation, % at 8.5 µM. recombinant procaspase-3 D3A, Ac-DEVD-pNA absorbance 405 nm. 0.11% of 330,000 active. AID 463141;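 active means activation above the mean of all tested compounds plus 3 SD, cut at about 21% in these data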;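 further: 0% = DMSO alone and 100% = DMSO wells spiked with extra 5 µM PC-3 D3A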
Target sequence (P42574 whole entry D9A/D28A/D175A): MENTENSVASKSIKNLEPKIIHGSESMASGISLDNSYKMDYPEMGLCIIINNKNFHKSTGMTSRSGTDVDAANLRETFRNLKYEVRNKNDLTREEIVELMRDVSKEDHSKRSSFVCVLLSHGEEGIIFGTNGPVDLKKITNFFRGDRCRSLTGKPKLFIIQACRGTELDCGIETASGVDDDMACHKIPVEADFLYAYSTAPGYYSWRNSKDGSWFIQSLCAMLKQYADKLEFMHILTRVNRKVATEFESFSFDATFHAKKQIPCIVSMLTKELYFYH
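Assay system – Procaspase-3 D3A mutant · Benchmarks – DMSO low control, extra-enzyme high control · Technique – 405 nm absorbance of p-nitroaniline, reads at 0 and 120 min · Doses – 8.5 µM nominal · Measure – % activation between DMSO and enzyme-spiked controls · Also added – Ac-DEVD-pNA chromogenic peptide substrate · Schedule – 1 h compound preincubation, 2 h substrate hydrolysis at 25 °C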
VLA-4 inh: inhibition in a human VLA-4 binding assay. P13612. VLA-4 expressing cells, ligand binding flow cytometry. inhibition, % (about 7 µM as worked out from the volumes in the protocol). 0.2% of 330,000 active. AID 2557; in the data active means inhibition above about 50%
PP1 inh: PP1-alpha (human) inhibition in PP5 counter-screen; 0.9% of 320,000 active; AID 2235; inhibition, % at 6.7 µM; purified PP1alpha, OMFP fluorescence; P62136;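 active means inhibition above the mean inhibition of all tested compounds plus 3 SD, computed separately for each screening campaign, cut at about 15% in these data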
CTSL1 counter: counter-screen for PFM18AAP inhibitors: inhibitors of F. hepatica cathepsin L1 | inhibition, % at 5.96 µM | recombinant F. hepatica cathepsin L1, Z-Leu-Arg-MCA fluorescence | 0.49% of 300,000 active | AID 1906;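 active means inhibition above the mean of all tested compounds plus 3 SD, set per screening campaign, cut at about 17% in these data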;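 further: 0% = plate median of test compound wells and 100% = 1 µM Z-Phe-Ala-diazomethylketone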
PP5 inh: PP5 (human) phosphatase inhibition; P53041; purified PP5c, OMFP substrate fluorescence; inhibition, % at 6.7 µM; 0.18% of 320,000 active;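 active means inhibition above the campaign's mean inhibition across all tested compounds plus 3 SD, cut at about 9.5% in these data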;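 further: 0% = DMSO only and 100% = 100 µM cantharidin control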
GASC-1 inh: human JMJD2C demethylase inhibition; GST-JMJD2C(1-420) H3K9me3 demethylation, DELFIA europium; inhibition, % at 2.35 µM; 0.069% of 330,000 active;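 active means more than half of a compound's replicate wells show inhibition beyond 50%, single wells judged on their own value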;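 further: signal counts dimethyl H3K9 product captured on neutravidin plate; 0% = median of DMSO wells and 100% = 0.3 times that DMSO median; strong numbers were not always called active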
GRK2 aptamer HTS: blocks RNA aptamer binding to human GRK2 | P25098 | bead flow cytometry, FAM-aptamer displacement from GRK2 | inhibition of aptamer binding, % at 10 µM | 0.59% of 330,000 active;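 active means inhibition of aptamer binding above 40%, roughly 3 SD of noise, on plates passing a quality check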;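 further: median bead fluorescence of bound FAM aptamer so fluorescent compounds give negative values; no value below 0 was filed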
Target sequence (P25098 whole entry, looked up): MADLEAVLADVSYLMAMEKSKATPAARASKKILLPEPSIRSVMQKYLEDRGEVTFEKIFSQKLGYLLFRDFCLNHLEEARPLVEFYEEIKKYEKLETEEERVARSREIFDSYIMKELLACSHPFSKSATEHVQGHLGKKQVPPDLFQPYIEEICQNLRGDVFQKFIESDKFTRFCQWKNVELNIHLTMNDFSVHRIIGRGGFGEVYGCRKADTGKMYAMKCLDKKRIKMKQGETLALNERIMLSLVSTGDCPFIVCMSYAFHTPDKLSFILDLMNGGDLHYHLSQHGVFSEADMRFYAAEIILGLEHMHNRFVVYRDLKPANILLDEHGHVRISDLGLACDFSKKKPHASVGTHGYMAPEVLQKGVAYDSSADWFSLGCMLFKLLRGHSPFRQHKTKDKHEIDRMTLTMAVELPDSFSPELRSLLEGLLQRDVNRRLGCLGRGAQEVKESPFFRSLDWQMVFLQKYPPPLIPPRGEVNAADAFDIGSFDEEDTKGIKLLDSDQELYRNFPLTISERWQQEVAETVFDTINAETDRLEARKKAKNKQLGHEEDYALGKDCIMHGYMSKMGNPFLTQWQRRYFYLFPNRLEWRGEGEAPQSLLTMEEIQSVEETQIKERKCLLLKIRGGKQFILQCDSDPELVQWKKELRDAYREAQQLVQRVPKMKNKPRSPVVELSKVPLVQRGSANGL
procasp7 counter: counter-screen: procaspase-7 (human) activation | recombinant procaspase-7, Ac-DEVD-pNA absorbance 405 nm; D23A/D198A/D206A triple mutant, cannot self-cleave; scale: DMSO 0, 5 µM enzyme 100 | 0.093% of 330,000 active | P55210 | activation, % at 8.5 µM;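 active means percent activation above the screen-wide mean plus 3 SD, cut at about 25% in these data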
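Test system: Procaspase-7 triple mutant (PC-7 D3A). Also added: Ac-DEVD-pNA substrate, 400 µM as added. Schedule: 1 h enzyme–compound preincubation and 2 h substrate reaction, both 25 °C. Signal: p-Nitroaniline absorbance at 405 nm, read at 0 and 120 min. Control set: low DMSO alone, high DMSO plus 5 µM PC-7.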
The depositor's hits bear a star; / = not tested or not shown.

SMILES	core dimer inh	proCasp3 act	VLA-4 inh	PP1 inh	CTSL1 counter	PP5 inh	GASC-1 inh	GRK2 aptamer HTS	procasp7 counter
Cc1ccc(/C=N/NC(=O)CSc2nc3ccccc3n2C)s1	0	8	-3	-5	-6	0.5	8	0	-2
CC(NC(=O)c1ccc(CS(C)(=O)=O)cc1)c1ccc(-n2ccnc2)cc1 (stereo not given)	-6	10	5	0	-1	-0.6	-15	4	5
CCCCNCc1cccn1-c1ccccc1	-3	3	5	-3	-3	-0.6	0	0	8
Cn1cc(S(=O)(=O)Nc2ccc(Oc3ccccc3)cc2)c(=O)n(C)c1=O	0	9	-14	-3	2	-4.0	-6	5	4
CCOC(=O)C1=C(C)N=C2SCCC(=O)N2[C@@H]1c1cccs1	-3	-3	12	-3	-1	2.1	-19	1	6
O=C(CN(C(=O)c1csnn1)c1ccccc1)NCCc1ccccc1	-5	-2	10	7	-1	-0.6	4	0	-4
Cc1ccc(S(=O)(=O)/N=C(/Nc2ccc(F)cc2F)c2ccc(F)cc2)cc1	1	10	14	-3	0	0.2	4	1	4
O=C(NCCCO)C(=O)NCc1ccncc1	-5	5	-2	1	4	-0.8	8	2	-3
CCOC(=O)c1nn(-c2ccccc2)c(=O)cc1SC1CCCCC1	-2	3	-3	-2	0	-0.7	2	3	5
O=C(Nc1nnc(N2CCCCCC2)s1)c1cc(-c2ccc(Br)cc2)on1	-2	1	18	0	5	-1.1	-5	0	-2
COC(=O)c1ccc2nc(NC(=O)CCS(=O)(=O)c3ccccc3)sc2c1	2	2	6	0	-9	2.2	8	0	8
CCn1c(CC(=O)Nc2ccc(F)cc2)nnc1SCC(=O)NC1=NCCS1	-2	5	4	2	-2	0.4	17	2	19
O=C(Cc1c(O)c2ccccc2[nH]c1=O)NC1CCCCCCC1	3	22*	2	0	-2	0.1	4	1	-7
O=C(NC(NC(=S)Nc1ccccc1C(=O)O)C(Cl)(Cl)Cl)c1ccco1 (stereo not given)	7	-6	6	-5	-2	0.6	26	0	-5
O=C(O)c1cn(Cc2cccnc2)c(=O)c2ccccc12	-2	-9	6	1	-1	1.0	5	2	6
CCc1ccc(CN(C)C(=O)c2cc(COc3cc(C)c(Cl)c(C)c3)on2)nc1	9	7	-4	4	3	6.3	0	3	4
COC(=O)[C@H](Cc1ccccc1)NC(=O)NCc1ccc(C)cc1	-1	7	0	-2	-2	0.1	2	1	1
COc1ccc(CN2CCNC(=O)C2CC(=O)NCCN2CCCCC2=O)c(F)c1 (stereo not given)	4	3	-7	-5	-4	2.1	-14	5	1
OC1CCCN(CC(O)COc2ccc(-c3ccccc3)cc2)C1 (stereo not given)	-6	3	7	-1	0	0.4	-4	0	2
O=C1c2cccc3cccc(c23)C(=O)N1CCN1CCN(C(=S)Nc2ccccc2)CC1	23	-2	7	-2	2	1.1	-1	0	-6
Cc1ncc([N+](=O)[O-])n1Cc1cccc2ccccc12	10	0	-13	-2	4	-1.0	-22	1	-8
Cc1csc2c(=O)sc(NC(=O)c3ccc(F)cc3Cl)nc12	-1	12	-10	1	1	3.3	4	7	7
COc1ccc2nc(SCC(=O)/C(C#N)=C(\C)N)[nH]c2c1	-5	2	10	-2	-2	1.7	-3	2	3
CCc1ccc(NC(=O)Nc2c(C)n(C)n(-c3ccccc3)c2=O)cc1	1	-5	4	3	-1	1.3	5	0	-2
O=C(NN1C(=O)/C(=C/c2cccs2)SC1=S)c1cccnc1	-1	-11	-3	-3	-1	-0.4	/	1	-9

The listing continues:
SMILES	core dimer inh	proCasp3 act	VLA-4 inh	PP1 inh	CTSL1 counter	PP5 inh	GASC-1 inh	GRK2 aptamer HTS	procasp7 counter
CC(=O)SC(C)CC(=O)Nc1ccccc1 (stereo not given)	-5	2	1	-3	-4	-1.5	-5	0	7
COc1ccccc1OCc1ccc(C(=O)N2CCN(C)CC2)o1	0	6	-2	-4	-3	1.9	3	0	1
CN(C)S(=O)(=O)c1cccc(COC(=O)CN2CCCCCC2=O)c1	21	10	-6	2	-5	-0.8	-2	0	6
CC(=O)Nc1ccc(S(=O)(=O)NCc2nc(-c3ccc(C)cc3)no2)cc1	0	6	22	2	0	1.8	7	3	-3
COCC(=O)N(Cc1cc2cccc(C)c2[nH]c1=O)c1ccccc1	9	5	2	-3	-2	10.0*	5	0	9
COC(=O)c1ccc(NC(=O)C23CC4CC(C2)CC(n2cnc(Cl)n2)(C4)C3)cc1	1	-3	-3	-6	1	3.2	0	1	1
COc1ccccc1N1CCN(C(=O)c2cc(C(=O)N3CCN(c4ccccc4OC)CC3)cc([N+](=O)[O-])c2)CC1	-32	-3	17	2	2	0.0	-7	0	11
Cc1cccc([C@@H]2C[C@H]3CN(Cc4cccc(Cl)c4)C(=O)[C@]34CCCN24)n1	3	-1	3	-2	-4	4.2	5	1	4
CCOc1ccc(S(=O)(=O)N(C)c2ccc(OCC(=O)NCC3CCCO3)cc2)cc1 (stereo not given)	1	7	18	-1	1	-2.4	-15	0	1
CN(C)S(=O)(=O)c1ccc(C(=O)NCc2nc3ccccc3s2)cc1	-4	4	3	3	0	-0.4	0	4	1
Cc1ccc(NC(=O)C2CC(=O)NC(N3CCCCC3)=N2)cc1Cl (stereo not given)	4	3	10	-1	-2	2.0	10	0	4
CCOC(=O)c1ccc(NC(=O)c2cn(CCC#N)nc2-c2ccc3c(c2)OCCO3)cc1	-1	1	-3	-2	4	4.4	-3	0	6
COC(=O)CCC(=O)Nc1nnc(C(F)(F)F)s1	-6	-8	3	-1	-2	3.3	1	0	-1
O=C(COC(=O)c1ccc(OC(F)(F)F)cc1)Nc1ncccn1	/	-3	-1	/	/	/	-4	41*	-1
CCCC1(C(=O)O)NC(c2ccccc2O)C2C(=O)N(Cc3ccccc3)C(=O)C21 (stereo not given)	-4	-1	34	-7	-3	-0.4	-4	0	3
O=C(/C=C/c1ccc(Br)cc1)NC(=S)N1CCOCC1	4	-6	11	1	0	2.6	13	3	0
O=C(O)/C=C/c1cn(Cc2ccccc2)nc1-c1cccs1	2	4	-1	9	1	-2.1	-7	1	5
Cc1cc(C(=O)N/N=C/c2ccc[nH]2)no1	0	2	6	-2	2	2.1	3	1	14
O=C(CN1C(=O)C(=O)c2ccccc21)c1ccc(Cl)cc1	10	5	5	1	3	-1.1	4	2	-3
Cc1ccc(NC(=O)CN(C)C(=O)CSc2ccc3c(c2)OCCO3)cc1	/	4	7	5	/	1.3	9	8	13
COc1cccc(NC(=O)Nc2nc(-c3ccc(OC)c(OC)c3)cs2)c1	-20	-4	5	1	9	5.6	-17	0	6
O=C(c1ccc2ccccc2c1)C1CCCN(C(=O)CCn2cnnn2)C1 (stereo not given)	-2	4	4	-3	-5	0.6	1	0	3
O=C(Nc1nnc(SCC(=O)N2CCOCC2)s1)c1ccccc1Cl	-4	7	18	2	2	1.1	0	0	11
Cc1nn2cnc3sc4c(c3c2nc1=O)CCCC4	1	1	-3	-3	2	-0.3	-3	1	1
COc1ccc(NC(=O)CSc2cc(C)nc3c(-c4ccccc4)cnn23)cc1	-7	-23	-7	-5	7	0.3	13	/	-2

Following part
SMILES	core dimer inh	proCasp3 act	VLA-4 inh	PP1 inh	CTSL1 counter	PP5 inh	GASC-1 inh	GRK2 aptamer HTS	procasp7 counter
Cc1nn(-c2ccccc2)c(C)c1/C=N/NC(=O)CSc1nc2ccccc2c(=O)n1-c1ccccc1	25	8	3	2	-2	2.8	-11	2	-4
COc1ccc(C2Nc3ccccc3C(=O)N2NS(C)(=O)=O)cc1 (stereo not given)	1	1	-5	-1	1	0.9	-5	0	5
Cc1cc(S(=O)(=O)Nc2ccc(C(=O)NCC(c3ccco3)N3CCCC3)cc2)ccc1F (stereo not given)	-1	-4	10	-4	2	0.3	-8	3	0
COc1ccc(CNCc2cccc(Cl)c2)cc1	-3	3	27	1	-2	1.2	-20	7	11
Cc1nn(-c2ccccc2C(F)(F)F)c(=O)c2noc(C)c12	1	3	8	-3	1	-2.1	/	0	6
CCOC(=O)c1cc(C(C)(C)C)n(CCCN2CCOCC2)c1C	-3	-1	7	-6	2	1.6	-8	2	-6
COc1cccc(CNC(=O)Cc2ccc(OC)c(S(=O)(=O)N3CCOCC3)c2)c1	0	6	-8	-7	0	-0.8	-4	0	-1
O=C(O)CSc1ncn[nH]1	0	9	12	-3	-2	-0.1	0	0	-3
COc1ccccc1NC(=O)CS(=O)(=O)c1cn(CC(=O)N2CCOCC2)c2ccccc12	-2	-11	5	-1	2	-1.1	-3	0	6

Laid out differently: eleven of the compounds above
Molecule | core dimer inh | proCasp3 act | VLA-4 inh | PP1 inh | CTSL1 counter | PP5 inh | GASC-1 inh | GRK2 aptamer HTS | procasp7 counter
Cc1nn2cnc3sc4c(c3c2nc1=O)CCCC4 | 1 | 1 | -3 | -3 | 2 | -0.3 | -3 | 1 | 1
COc1ccc(NC(=O)CSc2cc(C)nc3c(-c4ccccc4)cnn23)cc1 | -7 | -23 | -7 | -5 | 7 | 0.3 | 13 | / | -2
Cc1nn(-c2ccccc2)c(C)c1/C=N/NC(=O)CSc1nc2ccccc2c(=O)n1-c1ccccc1 | 25 | 8 | 3 | 2 | -2 | 2.8 | -11 | 2 | -4
COc1ccc(C2Nc3ccccc3C(=O)N2NS(C)(=O)=O)cc1 (stereo not given) | 1 | 1 | -5 | -1 | 1 | 0.9 | -5 | 0 | 5
Cc1cc(S(=O)(=O)Nc2ccc(C(=O)NCC(c3ccco3)N3CCCC3)cc2)ccc1F (stereo not given) | -1 | -4 | 10 | -4 | 2 | 0.3 | -8 | 3 | 0
COc1ccc(CNCc2cccc(Cl)c2)cc1 | -3 | 3 | 27 | 1 | -2 | 1.2 | -20 | 7 | 11
Cc1nn(-c2ccccc2C(F)(F)F)c(=O)c2noc(C)c12 | 1 | 3 | 8 | -3 | 1 | -2.1 | / | 0 | 6
CCOC(=O)c1cc(C(C)(C)C)n(CCCN2CCOCC2)c1C | -3 | -1 | 7 | -6 | 2 | 1.6 | -8 | 2 | -6
COc1cccc(CNC(=O)Cc2ccc(OC)c(S(=O)(=O)N3CCOCC3)c2)c1 | 0 | 6 | -8 | -7 | 0 | -0.8 | -4 | 0 | -1
O=C(O)CSc1ncn[nH]1 | 0 | 9 | 12 | -3 | -2 | -0.1 | 0 | 0 | -3
COc1ccccc1NC(=O)CS(=O)(=O)c1cn(CC(=O)N2CCOCC2)c2ccccc12 | -2 | -11 | 5 | -1 | 2 | -1.1 | -3 | 0 | 6

Source: PubChem BioAssay

Hits appear at their usual frequency. Share with any hit: about 2.6%.
